# From PubChem BioAssay
# NPC1 prom act: activators of NPC1 promoter. 2.4% of 320,000 active. Huh7 NPC1 promoter luciferase reporter, 24 h. Potency, µM (highest dose often 9.22 µM), for inactives: top-dose activation, most hits filed as activators;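 note: potency is the fitted concentration of half-maximal effect; % of control where 0% means no effect; nearly all actives have a fitted effect of over 60% in size; reporter is driven by a mutant NPC1 promoter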
#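 Compounds in DMSO were transferred onto Huh7 NPC1-luciferase reporter cells pre-incubated 2 h; after 24 h at 37 °C, Amplite reagent was dispensed and luminescence recorded 10 min later.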
# p53 reactivator: mutant p53 re-activation in reporter cells. H1299 p53-A138V BP100-luciferase reporter, luminescence, 24 h. Potency, µM (series often up to 92.2 µM), for inactives: at the top dose activity change, positive = activation, most hits filed as activators. 0.063% of 320,000 active. AID 504706; note: potency is the fitted concentration of half-maximal effect; % of control where 0% means no effect; nearly all actives have a fitted effect of over 45% in size
#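 H1299 (p53-null), stable ts p53-A138V + BP100-Luc; 1000 cells/well, Opti-MEM/10% FBS; cpd 4 pt, 1:5; 24 h, 37 deg C, 5% CO2; detection reagent 10 min RT; luminescence.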
# Gal4-VP16 FLuc: inhibits Gal4-VP16 luciferase reporter, ROR gamma counter-screen; Drosophila S2 Gal4-VP16 UAS-luciferase, luminescence, 20 h; Potency, µM (top dose mostly 53.6 µM), for inactives: at the top dose activity, negative = inhibition, most hits filed as inhibitors; 3.5% of 310,000 active;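 note: Gal4-VP16 expression switched on by copper sulfate through the metallothionein promoter; potency is the fitted concentration of half-maximal effect; % is set by controls: 0 for no effect and ±100 for the full control effect; nearly all actives have a fitted effect of over 50% in size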
# ELG1 genotoxic: inducers of genotoxicity in HEK293T ELG1-luciferase cells; HEK293T ELG1-luciferase reporter, luminescence, 16 h; Potency, µM (top dose mostly 46 µM), inactives show top-dose activity change, positive = activation, hits mostly activators; 1.3% of 330,000 active; note: potency is the fitted concentration of half-maximal effect; % of control where 0% means no effect; nearly all actives have a fitted effect of over 60% in size
#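 Screening used a luciferase reporter fused to human ELG1 in HEK293T cells. Luminescence was read on a CCD plate imager after 16 hr exposure and 30 min ONE-Glo incubation.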
# Giardia kill: kills Giardia lamblia; activity change, % at 7.66 µM, hits read low; Giardia lamblia trophozoite viability; 0.15% of 340,000 active; AID 540267; in the data active = activity change below about -80%; inconclusive = between about -30% and that limit;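 note: parasites exposed to compound for two days anaerobically before the ATP read; % is set by controls: 0 for no effect and ±100 for the full control effect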
#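 Luminescence from cellular ATP indicates surviving trophozoites (100 cells/well) following 48 hrs anaerobic compound treatment at 37 deg C; signal develops 15-30 min at room temperature.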
# BRCA1 expr up: BRCA1 expression activation; MCF7-BRCA1-FFLuc reporter, luminescence, 48 h; response scale: scaled: vehicle 0%, 10 µM genistein 100%; Potency, µM (titrated, usually from 46.1 µM), without a hit: at the highest dose activation, usual class: activators; AID 624202; 1.1% of 380,000 active; note: potency is the fitted concentration of half-maximal effect; nearly all actives have a fitted effect of over 80% in size; some results filed as inactive show a strong effect at the top dose
#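 48 h compound treatment of MCF7-BRCA1-FFLuc cells (phenol-red free MEM, 37 °C), then 15 min with luciferase substrate and luminescence imaging.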
# Rab9 promoter act: activators of Rab9 promoter. 2.8% of 320,000 active. Potency, µM (titrated, usually from 9.22 µM), inactives show top-dose activation, negative = inhibition, most hits filed as activators. Huh7 Rab9 promoter-luciferase reporter, luminescence, 24 h. AID 485297; note: potency is the fitted concentration of half-maximal effect; % of control where 0% means no effect; nearly all actives have a fitted effect of over 60% in size
#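 Huh7 reporter line, Rab9 promoter upstream of luciferase. Compound exposure 24 h at 37 °C in reduced-serum medium with 10% FBS. Read-out: luminescence.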
# Menin MLL FP TR: inhibitors of human menin-MLL interaction, mutant MLL peptide; O00255; Menin + Texas Red MLL mutant peptide, fluorescence polarization; Potency, µM (doses to about 61.6 µM), without a hit: at the top dose FP activity change, negative = inhibition, most hits filed as inhibitors; 0.23% of 270,000 active; AID 1768; active = well fitted inhibition curve with a large enough effect in the polarisation, with a control signal flat, not every such curve was filed as active; inconclusive = small, poorly fitted or top-dose-only effect, or effect the other way, or a change in a side signal; inactive = no such curve, though single readings can be large or run the other way; the % refers to the polarisation; note: potency is the fitted concentration of half-maximal effect; % of control where 0% means no effect; many of its hits are not listed in these tables
# FLuc modulator: firefly luciferase modulation, counter-screen for miR-21 project; 6.9% of 360,000 active; purified FLuc, Km substrates, luminescence inhibition; Potency, µM (top dose mostly 57.5 µM), inactives show at the highest dose activity change, negative = inhibition, actives largely listed as inhibitors;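 note: potency is the fitted concentration of half-maximal effect; plate controls were vehicle for no effect and reference inhibitor for full effect; nearly all actives have a fitted effect of over 55% in size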
# Target sequence (P08659 whole entry, looked up): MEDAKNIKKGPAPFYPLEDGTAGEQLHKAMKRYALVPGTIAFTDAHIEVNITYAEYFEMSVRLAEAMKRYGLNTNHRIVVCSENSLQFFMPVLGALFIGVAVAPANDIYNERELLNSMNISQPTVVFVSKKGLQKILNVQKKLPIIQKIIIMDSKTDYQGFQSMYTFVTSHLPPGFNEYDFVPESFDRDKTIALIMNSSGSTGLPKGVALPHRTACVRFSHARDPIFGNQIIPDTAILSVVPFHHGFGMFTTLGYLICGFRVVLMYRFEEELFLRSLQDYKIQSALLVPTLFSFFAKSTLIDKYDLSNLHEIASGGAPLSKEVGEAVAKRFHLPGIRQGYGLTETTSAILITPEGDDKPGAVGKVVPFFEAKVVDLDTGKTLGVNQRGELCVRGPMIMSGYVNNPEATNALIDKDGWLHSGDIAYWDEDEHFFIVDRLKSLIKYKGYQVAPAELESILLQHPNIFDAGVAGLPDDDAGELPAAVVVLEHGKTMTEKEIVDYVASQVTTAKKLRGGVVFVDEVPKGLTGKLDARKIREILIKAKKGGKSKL
#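 Purified P. pyralis luciferase, 10 nM final, with Km-level 10 uM D-luciferin and 10 uM ATP in 50 mM Tris acetate pH 7.5, 10 mM Mg acetate, 0.01% Tween-20, 0.05% BSA; 6-point qHTS titration about 60 µM downward; luminescence read.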
# RORgamma inh: inhibitors of mouse ROR gamma transcriptional activity; P51450; Drosophila S2 Gal4-RORgamma UAS-luciferase reporter, 20 h; Potency, µM (doses to about 53.6 µM), for inactives: at the top dose activity change, negative = inhibition, usual class: inhibitors; 5.4% of 310,000 active; AID 2551; note: potency is the fitted concentration of half-maximal effect; % is set by controls: 0 for no effect and ±100 for the full control effect; nearly all actives have a fitted effect of over 60% in size
# Target sequence (P51450 whole entry, looked up, the tested form may be a part): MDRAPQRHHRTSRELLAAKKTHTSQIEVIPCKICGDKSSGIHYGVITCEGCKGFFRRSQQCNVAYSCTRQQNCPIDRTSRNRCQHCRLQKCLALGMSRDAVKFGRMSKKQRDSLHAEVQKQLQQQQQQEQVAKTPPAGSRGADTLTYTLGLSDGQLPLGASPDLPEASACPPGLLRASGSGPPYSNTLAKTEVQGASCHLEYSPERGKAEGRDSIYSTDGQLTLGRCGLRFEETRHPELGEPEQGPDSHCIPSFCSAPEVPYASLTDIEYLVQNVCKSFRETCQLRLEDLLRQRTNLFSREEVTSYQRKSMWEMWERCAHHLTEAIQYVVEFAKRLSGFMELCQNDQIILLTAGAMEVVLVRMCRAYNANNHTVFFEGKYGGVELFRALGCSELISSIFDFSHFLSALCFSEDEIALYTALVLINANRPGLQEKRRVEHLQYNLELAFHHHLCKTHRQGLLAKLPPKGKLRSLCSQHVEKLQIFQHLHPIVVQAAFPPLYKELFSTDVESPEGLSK
#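 ROR gamma transcriptional activity was tracked as Gal4-UAS luciferase output in stably transfected Drosophila Schneider cells, with compound added 1 hr before 700 uM copper sulfate induction and a 20 hr ambient-temperature incubation.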
# PKM2 act: increases activity of human pyruvate kinase M2; P14618; purified PKM2, Kinase-Glo ATP luminescence, activation; response scale: 0% is enzyme alone, no compound; Potency, µM (titrated, usually from 57.5 µM), inactives show at the highest dose activation, usual class: activators; 0.34% of 260,000 active; AID 1631; note: potency is the fitted concentration of half-maximal effect; % is set by controls: 0 for no effect and ±100 for the full control effect; nearly all actives have a fitted effect of over 55% in size
#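 Purified hPK-M2 (>95%) run at intermediate activity with 0.1 mM ADP and 0.5 mM PEP in 50 mM imidazole pH 7.2, KCl, MgCl2; 1 h room temperature. ATP formed read by Kinase-Glo luminescence; normalized to uninhibited and no-enzyme controls.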
# * hit, by the source's call; ? = inconclusive; nt = no result given; [ ] = another dose, or the depositor's remark. Unless noted, calls come from the whole dose curve; as a rule, active = well fitted curve in the direction sought with a large enough effect; inconclusive = small, poorly fitted or top-dose-only effect, or another doubt; inactive = no such curve, though single readings can be large; an effect the other way counts as inactive or inconclusive.
cpd	mol	NPC1 prom act	p53 reactivator	Gal4-VP16 FLuc	ELG1 genotoxic	Giardia kill	BRCA1 expr up
1	O=C(CN1CCCC1)N1c2ccccc2C=Cc2ccccc21	-6%	-4%	-3%	-1%	-12	1%
2	CN(CC(=O)Nc1ccc(S(N)(=O)=O)cc1)c1ccccc1	1%	2%	-5%	4%	24	21%
3	O=C(NC(Cc1ccccc1)c1nc2ccccc2[nH]1)C1CC(=O)N(c2ccc3c(c2)OCCO3)C1 (configuration not stated)	-5%	2%	3%	3%	9	-27%
4	CCOC(=O)c1cc(=O)c2ccc(OCC(=O)Nc3ccc(F)cc3)cc2o1	-3%	-2%	-5%	4%	-2	0%
5	CC12CN3CC(C)(CN(C1)C3c1ccccc1)C2O (configuration not stated)	-2%	-5%	-14%	-8%	-6	17%
6	COCCNC(=S)N/N=C(\C)c1ccc(Cl)c(Cl)c1	-2%	5%	4.5µM*	-1%	0	5%
7	COc1ccc(OC)c(N(CC(=O)Nc2ccc3c(c2)OCCO3)S(C)(=O)=O)c1	-5%	-4%	-12%	4%	0	-3%
8	CCCCCCCCNC(=O)c1cccnc1SCC(=O)Nc1ccccc1OC	-2%	-8%	-11%	8%	-1	-18%
9	O=C1c2cccnc2C(O)N1C1CCCCC1 (configuration not stated)	-2%	-1%	-1%	1%	-7	25%
10	COc1ccc2nc(C)cc(Nc3ccccc3O)c2c1	1%	-4%	3%	-7%	10	22%
11	O=C(c1ccccc1)c1ccc2nc[nH]c2c1	22%	8%	22%	-4%	6	?
12	CN(C)C(=O)CN1C(=O)c2cccc3cccc1c23	-1%	-8%	-10%	-1%	4	1%

cpd	Rab9 promoter act	Menin MLL FP TR	FLuc modulator	RORgamma inh	PKM2 act
1	-2%	1%	0%	-23%	-5%
2	-2%	10%	2%	2%	-13%
3	-8%	4%	?	0%	3%
4	-2%	nt	-1%	-7%	1%
5	-2%	16%	-3%	15%	2%
6	19%	6%	-9%	2.8µM*	6%
7	-1%	0%	-2%	-1%	-6%
8	1%	4%	-2%	-10%	-15%
9	-1%	-1%	-1%	3%	19%
10	-10%	-1%	-1%	-3%	10%
11	?	16%	?	36%	3%
12	0%	8%	-6%	-19%	0%[11.5 µM]

# (more compounds)
cpd	mol	NPC1 prom act	p53 reactivator	Gal4-VP16 FLuc	ELG1 genotoxic	Giardia kill	BRCA1 expr up
13	C/C(CCc1ccccc1)=N\NC(=O)C(=O)Nc1cccc(Cl)c1	-1%	4%	-8%	-1%	-8	-3%
14	Cc1ccc2c(c1)C(C)(C)[C@]1(C)NC(=O)CCN21	-2%	23%	7%	1%	8	-15%
15	Cc1cc(C)c(C)c(OCCOCCN2CCOCC2)c1	0%	-3%	3%	1%	3	0%
16	CC1CC(C)CN(CC(=O)N2c3ccccc3CCc3ccccc32)C1 (configuration not stated)	-1%	-7%	-8%	-10%	-12	0%
17	COc1cc(NC(=O)CN(C)S(=O)(=O)c2ccc3c(c2)CC(C)N3C(C)=O)cc(OC)c1OC (configuration not stated)	2%	2%	-4%	-7%	-16	-36%
18	Cc1ccc(Cc2cc(-c3ccc(C)cc3)n[nH]c2=O)cc1	-2%	13%	18%	9%	-25	0%
19	CCC(OC(=O)CNS(=O)(=O)c1ccccc1)C(=O)c1ccccc1 (configuration not stated)	1%	-2%	-3%	-6%	8	-4%
20	COc1ccccc1NC(=O)Nc1ccccc1Br	0%	-3%	-5%	0%	-9	29%
21	O=C(Cc1ccccc1)NNC(=O)c1cccs1	1%	-1%	-7%	1%	-1	-1%
22	Cc1cc(Cl)ccc1OCC(=O)Nc1ccccc1N1CCOCC1	?	-2%	-9%	-3%	-7	-17%
23	COc1cc(-c2cc(C(=O)Nc3ccncc3)c3ccccc3n2)cc(OC)c1OC	0%	-7%	nt	-1%	21	-28%
24	CCOC(=O)c1cnc2ccc(OC)cc2c1Nc1ccc(N2CCN(C)CC2)cc1	0%	5%	-6%	-3%	1	-44%

cpd	Rab9 promoter act	Menin MLL FP TR	FLuc modulator	RORgamma inh	PKM2 act
13	2%	14%	-4%	-13%	7%
14	2%	?	0%	-21%	6%
15	-4%	-13%	3%	-19%	-2%
16	-4%	?	0%	-11%	-4%
17	-8%	-6%	4%	26%	4%[0.46 µM]
18	-2%	nt	?	2%	6%
19	-5%	-6%	-1%	-5%	5%
20	-2%	26%	?	-2%	1%
21	5%	21%	-2%	0%	1%
22	-4%	-20%	1%	?	-2%
23	0%	nt	-16%	nt	nt
24	-2%	nt	-21%	-25%	nt

# (further entries)
cpd	mol	NPC1 prom act	p53 reactivator	Gal4-VP16 FLuc	ELG1 genotoxic	Giardia kill	BRCA1 expr up
25	COc1cc(NC(=O)C2CCCN2C(=O)C2CCC(C)CC2)cc(OC)c1OC (configuration not stated)	-1%	-1%	?	10%	-13	2%
26	c1ccc(-c2noc(CC3CCCCC3)n2)nc1	3.5µM*	2%	-1%	?	-29	7.1µM*
27	O=C(NC1CCCCC1)c1ccccc1NC(=O)C1CC(=O)N(c2ccc(Cl)cc2)C1 (configuration not stated)	0%	0%	-10%	0%	-6	1%
28	O=C(Nc1cc(F)ccc1F)c1ccc(-n2cncn2)c([N+](=O)[O-])c1	2%	9%	nt	16%	-28	-5%
29	CC(C)(C)c1ccc(-c2nnc(SCC(=O)NC3CC3)o2)cc1	?	?	nt	10%	-14	13%
30	Cc1nc2cc(-c3cccc(F)c3)nn2c(C)c1CCC(=O)NC(C)c1ccc2c(c1)OCCO2 (configuration not stated)	-4%	-14%	-3%	-8%	19	-55%
31	COc1cc(C(=O)Nc2cccc(-c3nc4ccccc4o3)c2C)cc(OC)c1OC	0%	5%	0%	4%	5	-9%
32	CC(C)CNc1cc(=O)n(C)c(=O)n1C	2%	-5%	-4%	3%	4	44%
33	O=c1[nH]c2ccccc2c(=O)n1Cc1ccco1	-4%	-2%	2%	-1%	-3	-6%
34	S=C(NCc1ccncc1)NC1CCCC1	-1%	-3%	4%	-2%	-22	-22%
35	COc1ccc(Cn2c(CCC(=O)N3CCN(c4ccccn4)CC3)nc3ncccc3c2=O)cc1	-5%	-25%	-11%	-2%	-3	-5%
36	O=C(COc1ccccc1Cl)NCC(c1cccs1)N1CCOCC1 (configuration not stated)	-2%	-2%	nt	-1%	2	-28%

cpd	Rab9 promoter act	Menin MLL FP TR	FLuc modulator	RORgamma inh	PKM2 act
25	6%	-4%	1%	-25%	-2%
26	1.1µM*	-10%	9.5µM*	-33%	-7%
27	1%	-19%	0%	-39%	-5%
28	5%	nt	-1%	nt	nt
29	?	nt	4.3µM*	nt	nt
30	2%	1%	?	?	1%
31	8%	0%	?	-26%	-2%
32	-2%	24%	0%	0%	5%
33	6%	-3%	2%	-5%	0%
34	-1%	13%	-1%	-11%	?
35	-4%	18%	-11%	?	-3%
36	-1%	nt	0%	nt	nt

# The list continues.
cpd	mol	NPC1 prom act	p53 reactivator	Gal4-VP16 FLuc	ELG1 genotoxic	Giardia kill	BRCA1 expr up
37	COc1ccc(S(=O)(=O)Nc2ccccc2C(=O)NCc2ccco2)cc1Br	nt	nt	-5%	nt	-3	-2%
38	Cc1cc2ccccc2cc1CN1CCCCC1	-6%	nt	-8%	-3%	18	3%
39	CC1CN2C(c3ccc([N+](=O)[O-])cc3)=CSC2=N1 (configuration not stated)	0%	15%	5%	-4%	3	-24%
40	Cc1ccc(/C=N/NC(=S)NC(C)C)o1	-1%	1%	2.8µM*	2%	2	31%

cpd	Rab9 promoter act	Menin MLL FP TR	FLuc modulator	RORgamma inh	PKM2 act
37	nt	?	-14%	0%	7%
38	-1%	-1%	7%	-9%	0%[11.5 µM]
39	1%	-10%	-16%	0%	1%
40	8%	2%	-3%	1.4µM*	1%

# Complete entries from above. Order of screens: NPC1 prom act | p53 reactivator | Gal4-VP16 FLuc | ELG1 genotoxic | Giardia kill | BRCA1 expr up | Rab9 promoter act | Menin MLL FP TR | FLuc modulator | RORgamma inh | PKM2 act
# Listed for COc1ccc(S(=O)(=O)Nc2ccccc2C(=O)NCc2ccco2)cc1Br = nt | nt | -5% | nt | -3 | -2% | nt | ? | -14% | 0% | 7%
# Listed for Cc1cc2ccccc2cc1CN1CCCCC1 = -6% | nt | -8% | -3% | 18 | 3% | -1% | -1% | 7% | -9% | 0%[11.5 µM]
# Listed for CC1CN2C(c3ccc([N+](=O)[O-])cc3)=CSC2=N1 (configuration not stated) = 0% | 15% | 5% | -4% | 3 | -24% | 1% | -10% | -16% | 0% | 1%
# Listed for Cc1ccc(/C=N/NC(=S)NC(C)C)o1 = -1% | 1% | 2.8µM* | 2% | 2 | 31% | 8% | 2% | -3% | 1.4µM* | 1%

# Only part of the results is shown (hit frequency here may not be typical).
